Screening results as filed in PubChem.
TCR act – Activators of T cell receptors: qHTS campaign; primary human leukocytes, anti-CD3, IL-2 HTRF, 48 h; Potency, µM (top dose mostly 9.22 µM), for inactives: at the top dose activation of IL-2 secretion, usual class: activators; 330,000 tested, under 10 active; note: % of control where 0% means no effect
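Primary human leukocytes receive a-CD3 beads and test compound and are incubated 48 hr. Secreted IL-2 is then assayed by HTRF, measuring 665nm acceptor emission after 320nm excitation of the europium donor.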
CXXC DNA block – qHTS Fluorescence Polarization Assay for Inhibitors of MLL CXXC domain - DNA interaction. Histone-lysine N-methyltransferase 2A (Homo sapiens), Q03164. MLL-CXXC / FITC-HOXA9 DNA fluorescence polarization. Potency, µM (doses to about 115 µM), inactives show top-dose activity change, negative = inhibition, most hits filed as inhibitors. 290,000 compounds, 0.037% hits; active = well fitted inhibition curve with a large enough effect in the polarisation, with a control signal flat, not every such curve was filed as active; inconclusive = small, poorly fitted or top-dose-only effect, or effect the other way, or a change in a side signal; inactive = no such curve, though single readings can be large or run the other way; the % refers to the polarisation; note: potency is the fitted concentration of half-maximal effect
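Purified MLL-CXXC (added from a 7 uM solution) was preincubated 5 min at ambient with pinned compounds in 50 mM Tris-HCl pH 7.5, 50 mM NaCl, 1 mM DTT, 0.05% BSA. Fluorescein-labeled HOX-A9 DNA (50 nM solution) followed, 30 min, then polarization read.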
p53 reactivation – qHTS assay for re-activators of p53 using a Luc reporter. Potency, µM (top dose mostly 92.2 µM), for the others: top-dose activity change, positive = activation, hits mostly activators. AID 504706, 2011. 320,000 compounds, 0.063% hits. H1299 p53-A138V BP100-luciferase reporter, luminescence, 24 h; note: potency is the fitted concentration of half-maximal effect; % of control where 0% means no effect; nearly all actives have a fitted effect of over 45% in size
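p53-null H1299 cells stably carrying temperature-sensitive p53-A138V and a BP100-luciferase reporter were pinned with compounds (4-point, 1:5 series) and held 24 hrs at 37 deg C. Luminescence was read 10 min after detection reagent.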
A-T KAP1 phos – qHTS Assay for Identifying a Potential Treatment of Ataxia-Telangiectasia | Potency, µM (series often up to 57.5 µM), for inactives: top-dose activation, most hits filed as activators | […] A-T fibroblasts, KAP-1 phosphorylation AlphaLISA; neocarzinostatin DNA damage 30 min before lysis | AID 485349, 2010 | 320,000 compounds, 0.19% hits; note: potency is the fitted concentration of half-maximal effect; % of control where 0% means no effect; nearly all actives have a fitted effect of over 45% in size
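hTERT-immortalized A-T patient fibroblasts ([…]), 500 cells/well in OPTI-MEM, 1% FBS, got compounds for 60 min, then NCS for 30 min at 37C. Lysates were then assayed for phospho-KAP-1 by AlphaLISA (anti-pKAP1 donor, anti-KAP1 acceptor beads), 6 hr at 25C.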
ELG1 DNA repair – qHTS screen for small molecules that inhibit ELG1-dependent DNA repair in human embryonic kidney (HEK293T) cells expressing luciferase-tagged ELG1; HEK293T ELG1-luciferase reporter, luminescence, 16 h; DNA damage induced by 5-fluorouridine; Potency, µM (series often up to 46.1 µM), without a hit: at the highest dose activity change, negative = inhibition, hits mostly inhibitors; 330,000 compounds, 2.3% hits; AID 504467, 2011; note: potency is the fitted concentration of half-maximal effect; % is set by controls: 0 for no effect and ±100 for the full control effect; nearly all actives have a fitted effect of over 55% in size
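Cells (2,000 per well) received 5-fluorouridine plus test compound or DMSO and were incubated 16 hr at 37 °C, 5% CO2. Luciferase activity was read by luminescence 30 min after ONE-Glo addition; signal suppression marked inhibition of damage-induced ELG1 function.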
a7 integrin act – qHTS for Activators of Integrin-Mediated Alleviation for Muscular Dystrophy; alpha7betagal myoblasts, beta-gal FDG fluorescence, 48 h; Potency, µM (top dose mostly 38.3 µM), inactives show top-dose activation, most hits filed as activators; 350,000 compounds, 0.064% hits; AID 624291, 2012;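 note: potency is the fitted concentration of half-maximal effect; 100% = response of the positive control SU9516; nearly all actives have a fitted effect of over 60% in size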
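Alpha7betagal+/- myoblasts (passage 13) were plated 16-24 hr, then exposed to compounds (1:260 dilution of DMSO stock) for 48 hours at 37C. After MPER lysis, β-galactosidase reporter activity was read as FDG fluorescence (ex 480/em 540) after 30 minutes.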
TRPV1 ag – HTS Assay for Compounds that Act as Agonists of the Vanilloid Receptor 1 | Transient receptor potential cation channel subfamily V member 1 (Homo sapiens), Q8NER1 | TRPV1-expressing cells, Fluo-8 calcium influx, agonist mode | activation, % at 8.33 µM | 320,000 compounds, 0.19% hits; in the data active = activation above about 80%; inconclusive = between about 30% and that limit; note: 0% is about no effect
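TRPV1-expressing cells were cultured overnight at 35.5C and loaded with Fluo-8 calcium dye for 40 to 90 min at room temperature. After a 10 s baseline, compound was added and calcium influx was read kinetically for 3 min (ex 480/em 520 nm).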
B2AR arrestin – qHTS assay of beta-arrestin-biased ligands of beta2-adrenergic receptor; 330,000 compounds, 0.02% hits; Potency, µM (series often up to 46.1 µM), inactives show at the highest dose activation, usual class: activators; beta-arrestin recruitment to beta2AR, cell-based reporter;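 note: potency is the fitted concentration of half-maximal effect; 0% = DMSO controls and full agonism = EC100 isoproterenol or metaproterenol; nearly all actives have a fitted effect of over 65% in size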
Target sequence (P07550 whole entry, looked up): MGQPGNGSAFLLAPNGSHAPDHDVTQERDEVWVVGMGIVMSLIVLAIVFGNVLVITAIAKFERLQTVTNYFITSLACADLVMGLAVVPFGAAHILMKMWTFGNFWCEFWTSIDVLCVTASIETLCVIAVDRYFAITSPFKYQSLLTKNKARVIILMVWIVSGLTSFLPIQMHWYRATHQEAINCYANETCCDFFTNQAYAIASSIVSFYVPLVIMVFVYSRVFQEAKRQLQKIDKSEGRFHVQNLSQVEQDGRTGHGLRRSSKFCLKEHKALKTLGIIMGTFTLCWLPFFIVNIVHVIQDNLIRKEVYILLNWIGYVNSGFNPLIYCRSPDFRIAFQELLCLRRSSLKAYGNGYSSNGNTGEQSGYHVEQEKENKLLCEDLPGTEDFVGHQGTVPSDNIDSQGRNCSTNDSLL
BRCA1 expr up – qHTS Assay to Identify Small Molecule Activators of BRCA1 Expression | MCF7-BRCA1-FFLuc reporter, luminescence, 48 h; response scale: scaled: vehicle 0%, 10 µM genistein 100% | Potency, µM (highest dose often 46.1 µM), for the others: top-dose activation, usual class: activators | 380,000 compounds, 1.1% hits | AID 624202, 2012; note: potency is the fitted concentration of half-maximal effect; nearly all actives have a fitted effect of over 80% in size; some results filed as inactive show a strong effect at the top dose
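48 h compound treatment of MCF7-BRCA1-FFLuc cells (phenol-red free MEM, 37 °C), then 15 min with luciferase substrate and luminescence imaging.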
PTAP TSG101 blk – qHTS Assay for Iinhibitors of HIV-1 Budding by Blocking the Interaction of PTAP/TSG101; Tumor susceptibility gene 101 protein (Homo sapiens), Q99816; Fluorescence polarization, FITC-PTAP peptide / Tsg101 binding; Potency, µM (highest dose often 115 µM), for the others: at the highest dose activity change, negative = inhibition, actives largely listed as inhibitors; 340,000 tested, under 10 active; AID 493005, 2010; active = well fitted inhibition curve with a large enough effect in the main read-out, with a control signal flat, not every such curve was filed as active; inconclusive = small, poorly fitted or top-dose-only effect, or effect the other way, or a change in a side signal; inactive = no such curve, though single readings can be large or run the other way; note: potency is the fitted concentration of half-maximal effect; % of control where 0% means no effect
Target sequence (Q99816 whole entry, looked up): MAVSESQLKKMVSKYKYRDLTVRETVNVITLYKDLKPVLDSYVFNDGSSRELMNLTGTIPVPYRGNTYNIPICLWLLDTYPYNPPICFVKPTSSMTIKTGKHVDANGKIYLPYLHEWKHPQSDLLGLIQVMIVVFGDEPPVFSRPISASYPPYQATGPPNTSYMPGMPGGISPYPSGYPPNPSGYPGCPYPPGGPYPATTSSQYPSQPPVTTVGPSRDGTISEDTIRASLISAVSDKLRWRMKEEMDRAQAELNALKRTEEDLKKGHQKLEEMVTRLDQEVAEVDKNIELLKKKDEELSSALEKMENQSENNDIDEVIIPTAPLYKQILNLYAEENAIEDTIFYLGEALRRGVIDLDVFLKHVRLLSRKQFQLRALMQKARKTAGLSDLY
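Compounds were pin-transferred onto Tsg101 binding domain (10 uM final) in HEPES pH 7.5 buffer, then FITC-PTAP peptide was added at 50 nM final. After 20 min at RT, polarization reported peptide displacement across a qHTS concentration series.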
An asterisk follows results filed as active; ? = inconclusive; nt = not tested or not shown; [ ] = remark or other dose. Unless noted, calls come from the whole dose curve; as a rule, active = well fitted curve in the direction sought with a large enough effect; inconclusive = small, poorly fitted or top-dose-only effect, or another doubt; inactive = no such curve, though single readings can be large; an effect the other way counts as inactive or inconclusive.

Compound,TCR act,CXXC DNA block,p53 reactivation,A-T KAP1 phos,ELG1 DNA repair,a7 integrin act,TRPV1 ag,B2AR arrestin,BRCA1 expr up,PTAP TSG101 blk
CCOc1ccc(N2CC(C(=O)Nc3cccc(C)c3C)CC2=O)cc1 (stereo not given),-2.4%,2.2%,-3.2%,5.3%,8.3%,12.8%,5.5,-0.3%,-7.4%,1.6%
CCOc1ccc(N2C(=O)CC(Sc3nc(C)cc(C)c3C#N)C2=O)cc1 (stereo not given),2.2%,2.8%,2.4%,18.4%,0.0%,-10.6%,1.7,0.1%,12.1%,-5.7%
CCCOC(=O)C1=C(C)N(C)C(=O)NC1c1cc2c(cc1Br)OCO2 (stereo not given),-4.5%,-6.1%,nt,2.2%,-13.5%,-4.6%,-8.8,1.5%,-11.1%,-0.2%
CCN(CC)S(=O)(=O)c1ccc(C(=O)/C=C/c2ccc(-c3ccc([N+](=O)[O-])cc3)o2)cc1,1.5%,?,1.3%,-8.5%,-2.5%,-25.6%,0.1,0.4%,-11.2%,?
COc1ccccc1C(=O)NCCC(=O)N1CCN(c2ccccc2Cl)CC1,6.8%,nt,-4.2%,2.6%,?,7.4%,12.7,0.3%,13.2%,-7.5%
CC1CCCCN1C(=O)COC(=O)c1cc([N+](=O)[O-])ccc1N1CCOCC1 (stereo not given),-5.2%,nt,-4.3%,-1.3%,?,0.8%,4.9,-0.4%,-4.7%,-6.9%
O=C(NNC(=O)c1ccccc1OCc1ccccc1)c1ccccc1O,-2.1%,3.4%,?,4.1%,?,11.7%,?,-0.2%,-31.5%,-1.8%
CN(C)CC1C2CCC(C2)C1O (stereo not given),14.4%,nt,nt,nt,nt,-2.3%,nt,nt,-8.0%,-3.5%
CCN(C(=O)c1ccc(S(=O)(=O)N(C)C)cc1)C(C)C(=O)Nc1ccc(C)cc1 (stereo not given),-0.7%,23.2%,-3.1%,10.8%,0.8%,?,-2.1,0.3%,-14.0%,0.1%
CCOc1ccc(/C=C2/SC(=O)NC2=S)cc1,9.2%[46.1 µM],-4.8%,?,-9.7%,?,-11.6%,-1.1,-0.6%,67.9%,-1.2%
CCOC(=O)c1ccc(N2C(=O)[C@@H](c3ccccc3)[C@H]2c2ccccc2)cc1,0.0%,nt,-6.5%,-5.6%,?,-0.3%,-3.1,0.1%,-12.6%,-0.5%
COC(=O)c1ccccc1NC(=O)N[C@@H](C)C(=O)OC,9.0%,2.8%,-1.0%,0.7%,8.6%,-15.8%,-3.9,-0.3%,7.4%,1.5%
CCNc1nc(OC)nc(N2CCC(Cc3ccccc3)CC2)n1,-5.4%[46.1 µM],2.1%,8.0%,4.3%,2.9%,-15.1%,18.8,-0.4%,-25.6%,-2.5%
CCc1cc(C(=O)c2ccc(C)cc2)c(NC(=O)CCl)s1,-2.7%[46.1 µM],-2.1%,nt,-6.0%,14.1%,-56.4%[inhibitor],1.9,4.1%,-81.4%,-0.1%
CC(C)c1ccc(NC2CCCN(C(=O)CC3CCCC3)C2)cc1 (stereo not given),-7.8%,7.5%,10.5%,-2.8%,-0.3%,0.0%,?,0.4%,-18.7%,42.1%[activator]
COC(=O)c1ccc(NC(=O)c2ccc(NC(=O)c3ccco3)cc2)cc1,-4.5%,4.6%,-8.2%,11.8%,?,-23.3%,6.5,-0.8%,3.9%,-3.5%
CCc1nc(N2CCCCC2C)c2oc3ccccc3c2n1 (stereo not given),-3.6%,-12.1%,nt,nt,nt,-42.8%,28.8,nt,-89.4%[inhibitor],-2.5%
Cc1nc(CS(=O)c2ccc(Cl)cc2)cc(NCc2ccc(Cl)cc2Cl)n1 (stereo not given),4.6%,4.1%,-2.7%,-2.0%,-21.7%,-20.5%,-1.3,-0.1%,-53.5%,-4.3%
CCCCCCc1cc2cc(C(=O)NC)c(=N)oc2cc1O,-0.4%,?,12.0%,3.6%,14.2%,11.6%,5.6,-0.8%,-1.2%,?
O=C(O)C1CC=CCC1C(=O)Nc1ccc2c(c1)CCC2 (stereo not given),15.6%,4.9%,21.1%,13.2%,6.2%,-19.3%,0.4,-1.1%,-8.3%,-3.9%
CCC1=NN(C(=O)CCc2ccccc2O)C(O)(C(F)(F)F)C1 (stereo not given),4.7%[46.1 µM],13.8%,2.0%,2.1%,13.3%,21.1%,-0.6,-0.4%,-65.2%,0.4%
Cc1ccc(CSC2=NCCN2S(=O)(=O)c2ccccc2)cc1,5.0%,9.7%,13.8%,3.8%,-2.9%,13.2%,-0.8,0.1%,-5.3%,-2.3%
COc1cccc(NC(=O)Cc2nnc(SCC(=O)c3ccccc3)n2C)c1,0.5%,1.5%,-31.3%[inhibitor],24.8%,3.6%,-28.9%,-0.9,-0.7%,11.7%,-4.0%
COc1ccc(CN(C(=O)/C=C/c2ccco2)C2CCS(=O)(=O)C2)cc1OC (stereo not given),-19.8%,-5.9%,-3.3%,15.1%,8.7%,-15.3%,0.8,0.0%,0.0%,2.1%
CC(C)(O)c1cn(-c2nonc2N)nn1,-14.7%,-2.0%,-1.9%,-1.1%,4.6%,32.8%,-1.2,12.5%,1.6%,0.3%
COC(=O)c1sccc1NC(=O)c1ccc2c(c1)OCO2,-1.2%,13.4%,7.9%,nt,?,13.1%,8.7,0.0%,-57.5%,-1.6%
Cc1nn(C)cc1/C=C1\SC(=S)NC1=O,5.4%,-4.8%,1.7%,-6.7%,?,10.5%,-3.2,0.1%,-22.6%,-5.9%
CCc1ccc(-n2c(SCC(=O)Nc3cccc(S(=O)(=O)NC4=NCCCCC4)c3)nc3ccccc3c2=O)cc1,-0.4%[46.1 µM],7.2%,11.6%,4.4%,-5.1%,-16.0%,4.1,-2.4%,-21.5%,-2.1%
Cc1cc2c(cc1C)-c1c(ssc1=Nc1ccc(S(N)(=O)=O)cc1)C(C)(C)N2,5.5%,14.7%,0.0%,-6.0%,-3.6%,-53.5%[inhibitor],?,0.0%,-39.7%,-7.7%
COc1ccccc1N(Cc1ccccc1)S(=O)(=O)c1cc(C(=O)O)ccc1Cl,-2.9%,-6.6%,-3.5%,-0.2%,-5.3%,-13.6%,-4.2,-0.2%,-22.1%,-3.6%
COc1ccc(OC(=O)c2c(C)nn(-c3ccccc3)c2C)cc1,3.8%,29.3%,0.5%,5.7%,?,-13.3%,14.5,0.1%,?,-0.3%
COc1cccc(C2c3[nH]c4ccccc4c3CCN2Cc2ncc[nH]2)c1 (stereo not given),-3.9%,9.3%,5.9%,-4.0%,3.1%,0.0%,2.5,0.2%,-45.8%,-1.9%
CSCC[C@@H](C(=O)O)N1Cc2ccccc2C1=O,6.9%,8.5%,-6.5%,0.6%,10.4%,11.4%,-2.3,0.1%,8.3%,-0.9%
Cc1occc1-c1nnc(SCC(=O)Nc2ccccc2)n1Cc1ccccc1,-1.8%,-3.6%,0.6%,7.7%,?,17.4%,14.0,-0.3%,2.0%,-5.8%
Cc1cc(C(=O)NCC(=O)OCC(=O)N(C2CCCCC2)C2CCCCC2)ccc1[N+](=O)[O-],2.4%[46.1 µM],4.2%,2.1%,-3.0%,-3.4%,5.8%,?,-0.5%,-11.6%,-1.5%
O=C(/C=C/C(=O)N1CCc2ccccc2C1)N1CCc2ccccc2C1,-3.4%,35.3%[activator],-4.9%,-3.6%,-18.7%,3.7%,?,0.2%,-1.8%,-3.5%
COc1ccc(/C=N/NC(=O)c2cc(-c3ccc(C)cc3C)nc3ccccc23)cc1COC(C)=O,-5.1%,34.8%[activator],1.2%,12.3%,1.0%,-14.1%,-2.0,0.5%,9.9%,-1.1%
O=C(/C=C/c1ccccc1)Nc1cccc(C(=O)NCCCCc2ccccc2)c1,1.7%,nt,nt,nt,nt,-3.6%,nt,nt,0.8%,1.4%
